# Compound activity as filed in PubChem BioAssay.
# Glyco luc inh: blocks N-linked glycosylation in D54 reporter cells. D54 ERlucT glycosylation luciferase reporter, 24 h; percent of 100 nM tunicamycin response. reporter increase, % at 12.5 µM. actives 0.23% (n = 360,000). AID 588692;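 active = mean luciferase reporter signal, scaled so untreated is 0 and the glycosylation-blocking control 100, at or above a set limit in every replicate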;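 note: luciferase carries N-glycosylation sites so blocking glycosylation raises the light; 0% = median of neutral control wells and 100% = median of 100 nM tunicamycin wells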
# aDG glyco up: alpha-DG glycosylation activation | Pro5-aDG cells, alpha-DG glycosylation AlphaScreen (IIH6); 0% Pro5, 100% B10-LARGE cell signal | activation, % at 10 µM | actives 0.22% (n = 360,000) | AID 624168;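 active = activation of at least 8% versus controls, or a plate z-score of at least 8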;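 note: Pro5 are CHO cells carrying HIG-tagged alpha-DG that lacks glycosylation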
# NOD2-RIPK2 inh: NOD2-RIPK2 protein interaction inhibition | O43353 | actives 0.38% (n = 360,000) | AID 624267 | CHO BLA complementation NOD2-RIPK2, CCF4 ratio | inhibition, % at 4.98 µM; in the data active = inhibition above about 21%;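 note: 0% = vehicle only and 100% = reference blocker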
# Granule exo inh: lytic granule exocytosis inhibition | TALL-104 LAMP-1 surface exposure, flow cytometry; cells stimulated with thapsigargin and PMA | inhibition, % at 10 µM | actives 0.66% (n = 360,000);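 active = inhibition above about 55%, limit read from the data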
# Vif imaging: inhibitors of HIV Vif; HEK293T cells, Vif self-association by quenched fluorescence, imaging, 24 h; inhibition, % at 7.49 µM; actives 0.35% (n = 340,000); AID 602346; in the data active = inhibition above about 50%, passing the limit was not always enough; note: some results filed as inactive read as strong as hits
# MC4R barr agon: activates human MC4R beta-arrestin recruitment | P32245 | U2OS MC4R beta-arrestin complementation, luminescence; percent of melanotan II response, DMSO zero | activation, % at 8.9 µM | actives 0.98% (n = 360,000) | AID 540308;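 active = activation above a per-plate cutoff, the mean activation of sample wells on that plate plus 3 SD, cut at about 8% in these data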
# ABHD5 PLIN5 PPI: inhibitors of human ABHD5-perilipin-5 interaction | Split G. princeps luciferase complementation, luminescence, 4 h | inhibition, % at 4 µM | actives 0.78% (n = 360,000) | AID 602281;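 active = inhibition above the mean inhibition across every tested compound plus 3 SD, cut at about 22% in these data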;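 note: 0% = DMSO only wells and the 100% control is not disclosed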
# Target sequence (Q00G26 whole entry, looked up): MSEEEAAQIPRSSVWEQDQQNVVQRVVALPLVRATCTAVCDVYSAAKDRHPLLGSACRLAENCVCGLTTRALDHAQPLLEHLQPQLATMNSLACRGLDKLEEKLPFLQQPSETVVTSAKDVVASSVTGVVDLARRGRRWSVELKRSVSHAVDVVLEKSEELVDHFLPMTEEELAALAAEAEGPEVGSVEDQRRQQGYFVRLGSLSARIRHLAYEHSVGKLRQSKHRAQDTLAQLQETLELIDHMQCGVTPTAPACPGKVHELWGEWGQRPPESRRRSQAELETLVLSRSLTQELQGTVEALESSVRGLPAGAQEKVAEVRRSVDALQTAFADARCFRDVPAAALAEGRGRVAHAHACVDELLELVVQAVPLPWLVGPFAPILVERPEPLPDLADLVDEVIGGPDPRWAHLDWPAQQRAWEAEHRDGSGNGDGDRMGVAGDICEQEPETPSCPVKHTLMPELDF
# Target sequence (Q8WTS1 whole entry, looked up): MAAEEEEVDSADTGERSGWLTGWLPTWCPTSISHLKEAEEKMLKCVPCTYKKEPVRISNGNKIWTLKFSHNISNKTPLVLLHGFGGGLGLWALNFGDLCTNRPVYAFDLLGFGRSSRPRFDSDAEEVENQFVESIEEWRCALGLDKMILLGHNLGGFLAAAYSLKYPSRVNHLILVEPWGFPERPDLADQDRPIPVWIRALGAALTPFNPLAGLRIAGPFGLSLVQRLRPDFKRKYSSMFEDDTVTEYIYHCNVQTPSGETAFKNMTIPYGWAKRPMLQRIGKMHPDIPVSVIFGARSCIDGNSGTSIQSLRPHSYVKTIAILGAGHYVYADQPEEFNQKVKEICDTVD
# MC4R antagonist: human MC4R antagonism in cAMP assay; inhibition, % at 6.5 µM; MC4R-expressing cells, MTII-stimulated cAMP, LANCE TR-FRET; actives 0.48% (n = 360,000); P32245; AID 540295;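 active = inhibition above its plate's cutoff, the mean of tested wells on that plate plus 3 SD, cut at about 29% in these data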;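 note: 0% = Melanotan II alone and 100% = Melanotan II plus saturating MCL0020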
#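 System: U2OS-MC4R stable cell line; Technique: Eu-cAMP/anti-cAMP TR-FRET, emission 671 nm; Repeats: single well per compound; Also added: Melanotan II; Dosing: one concentration, 6.5 µM nominal; Schedule: 30-min compound, 1-h challenge, 1-h detection, room temperature.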
# ABCB6 inh 2: human ABCB6 transporter inhibition. Q9NP58. K562-ABCB6 porphyrin accumulation, flow cytometry, 1 h; hits give low values. fluorescence ratio to DMSO, % at 10 µM. actives 0.19% (n = 360,000). AID 602162;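 active = fluorescence ratio to DMSO below 75%, the collection mean minus 3 SD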;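 note: signal is porphyrin accumulated inside mitochondria; 100% equals median channel fluorescence of DMSO control wells; lower ratio means ABCB6 inhibition with less porphyrin fluorescence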
# TLR9-MyD88 block: blocks human TLR9 binding to MyD88; CHO BLA complementation TLR9-MyD88, CCF4 FRET ratio; Q9NR96+Q99836; inhibition, % at 4.98 µM; AID 504734; actives 0.21% (n = 340,000);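 active = inhibition above the mean over all tested compounds plus 3 SD, cut at about 21% in these data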;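 note: 0% = DMSO only wells and 100% = clavulanate BLA inhibitor control wells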
# The depositor's hits bear a star; nt = not tested or not shown. Only part of the results is shown (hit frequency here may not be typical).
SMILES,Glyco luc inh,aDG glyco up,NOD2-RIPK2 inh,Granule exo inh,Vif imaging,MC4R barr agon,ABHD5 PLIN5 PPI,MC4R antagonist,ABCB6 inh 2,TLR9-MyD88 block
CCOP(=O)(OCC)C(NC(=O)NC)C(N)=O (configuration not stated),1,-0.1,-8,0,4,-1.0,-4,20,96,3
ClC1=C(Cl)C2(Cl)C3C(Cl)C=CC3C1(Cl)C2(Cl)Cl (configuration not stated),-5,-0.1,-14,-3,7,-1.9,-7,17,103,-6
CC(C)(C)P(=O)(N1CCOCC1)N1CCOCC1,-2,-0.3,0,0,-8,-1.1,3,5,97,3
C[C@]12CCC3C(CC[C@H]4C[C@@H](O)CC[C@]34C)C1CC[C@@]2(O)C(F)(F)F (some centres not stated),2,0.2,4,-12,-3,-1.6,-2,1,103,nt
O=C(NC1CCCCC1)N1Cc2cc(-c3ccccc3)ccc2-n2nncc2C1,0,0.2,-10,-1,6,nt,4,nt,105,nt
C[C@H]1CCC/C=C/[C@@H]2C[C@H](O)C[C@H]2[C@@H](O)/C=C/C(=O)O1,0,-0.5,6,7,-24,-2.4,-8,10,107,-6
CNC(=O)O/N=C/c1nn(C(=O)C(C)(C)C)cc1Br,0,0.0,7,-4,-1,-0.5,-2,8,100,-19
c1cncc(CNC2CCCCC2)c1,-1,-0.1,6,1,-2,0.2,2,9,100,-7
Cn1c(O)c(/C=C2\N=c3ccccc3=C2CCNC(=S)NC2CC2)c(=O)n(C)c1=O,19,0.3,-8,10,-4,-1.0,-2,-4,98,2
CC(=O)c1cccc(NC(=O)N2C[C@H]3C[C@@H](C2)c2cccc(=O)n2C3)c1,2,-0.1,1,6,6,-2.1,-12,7,103,-7
CC1CN(c2ccc([N+](=O)[O-])c(N3CCCCC3)c2)CCN1 (configuration not stated),-2,-0.1,4,2,-3,-2.1,3,-4,97,nt
C=C(CO)CC1CC(O)[C@]2(C)OC3CC4OC5C[C@]6(C)O[C@]7(C)CCC8OC9C[C@]%10(C)OC%11C(C)=CC(=O)OC%11CC%10OC9C[C@@H](C)C8OC7CC6O[C@]5(C)C/C=C\C4OC3CC2O1 (some centres not stated),-7,-0.4,-8,-3,-2,-1.1,-3,6,95,-8
O=C(N/N=C/c1c(O)n(CCC2=CCCCC2)c(=S)[nH]c1=O)c1ccccc1,0,-0.2,-3,0,3,-3.8,0,-4,94,-3
CCCCN=Cc1c(O)n(-c2c(C)cc(C)cc2C)c(=O)[nH]c1=O,0,0.1,-1,0,9,0.6,-1,3,103,-16
O=c1[nH]c(Cl)ccc1CN1CCOCC1,2,0.1,-16,1,-13,-1.0,6,8,90,-6
C[C@]12CCC(=O)C=C1CC[C@@H]1[C@@H]2CC[C@]2(C)C(=O)CC[C@@H]12,-3,-0.2,-11,-1,3,1.9,5,1,97,-2
CN1C2CCC1CC(=NO)C2,-4,-0.2,-3,1,2,-0.7,3,3,92,7
Cc1cccc(NP(=O)(Oc2ccccc2F)Oc2ccccc2F)c1,-5,0.8,-10,10,-12,1.4,-5,1,97,2
CC(=O)OC1(c2ccccc2)CCN(C2CCCCC2)CC1C (configuration not stated),-1,-0.1,-2,17,-2,1.7,-13,1,99,-5
CC(=O)OC1C(O)C(C)OC(OC2C(OC(=O)C3CCC4C(C3)OC3(CC(OC(=O)/C=C/c5ccccc5)C(C)CO3)C43CO3)OC(C)C(O)C2OC(C)=O)C1O (configuration not stated),-18,-0.3,23*,-6,6,-2.4,-3,-3,87,9
CCOc1ccc(N2C(=O)NC(=O)/C(=C\c3ccc(N4CCCCC4)o3)C2=O)cc1,-4,-0.4,-3,-4,-3,-1.8,1,-19,109,0
CCCCCn1c(=O)c(C(=O)NCc2ccccn2)c(O)c2ccccc21,-2,1.0,-8,7,-18,-0.8,-2,5,86,-6
CCCCCCN1CCN(c2ccccc2Cl)CC1,1,0.4,-6,2,-3,4.0,5,-1,94,-5
C=CCn1c(O)c(/C(C)=N/NC(=S)Nc2ccccc2)c(=O)[nH]c1=O,-1,-0.1,-9,0,5,-2.1,-10,-1,98,-5

# Ordered by formula weight (ascending): 11 of the compounds above.
SMILES,Glyco luc inh,aDG glyco up,NOD2-RIPK2 inh,Granule exo inh,Vif imaging,MC4R barr agon,ABHD5 PLIN5 PPI,MC4R antagonist,ABCB6 inh 2,TLR9-MyD88 block
CN1C2CCC1CC(=NO)C2,-4,-0.2,-3,1,2,-0.7,3,3,92,7
O=c1[nH]c(Cl)ccc1CN1CCOCC1,2,0.1,-16,1,-13,-1.0,6,8,90,-6
C[C@]12CCC(=O)C=C1CC[C@@H]1[C@@H]2CC[C@]2(C)C(=O)CC[C@@H]12,-3,-0.2,-11,-1,3,1.9,5,1,97,-2
CC1CN(c2ccc([N+](=O)[O-])c(N3CCCCC3)c2)CCN1 (configuration not stated),-2,-0.1,4,2,-3,-2.1,3,-4,97,nt
CC(=O)OC1(c2ccccc2)CCN(C2CCCCC2)CC1C (configuration not stated),-1,-0.1,-2,17,-2,1.7,-13,1,99,-5
C=CCn1c(O)c(/C(C)=N/NC(=S)Nc2ccccc2)c(=O)[nH]c1=O,-1,-0.1,-9,0,5,-2.1,-10,-1,98,-5
C[C@]12CCC3C(CC[C@H]4C[C@@H](O)CC[C@]34C)C1CC[C@@]2(O)C(F)(F)F (some centres not stated),2,0.2,4,-12,-3,-1.6,-2,1,103,nt
Cc1cccc(NP(=O)(Oc2ccccc2F)Oc2ccccc2F)c1,-5,0.8,-10,10,-12,1.4,-5,1,97,2
O=C(NC1CCCCC1)N1Cc2cc(-c3ccccc3)ccc2-n2nncc2C1,0,0.2,-10,-1,6,nt,4,nt,105,nt
CCOc1ccc(N2C(=O)NC(=O)/C(=C\c3ccc(N4CCCCC4)o3)C2=O)cc1,-4,-0.4,-3,-4,-3,-1.8,1,-19,109,0
C=C(CO)CC1CC(O)[C@]2(C)OC3CC4OC5C[C@]6(C)O[C@]7(C)CCC8OC9C[C@]%10(C)OC%11C(C)=CC(=O)OC%11CC%10OC9C[C@@H](C)C8OC7CC6O[C@]5(C)C/C=C\C4OC3CC2O1 (some centres not stated),-7,-0.4,-8,-3,-2,-1.1,-3,6,95,-8

# Additional structures follow.
SMILES,Glyco luc inh,aDG glyco up,NOD2-RIPK2 inh,Granule exo inh,Vif imaging,MC4R barr agon,ABHD5 PLIN5 PPI,MC4R antagonist,ABCB6 inh 2,TLR9-MyD88 block
CC(C)OC(=O)c1c(N)n(Cc2ccco2)c2nc3ccccc3nc12,3,0.0,7,-5,-6,-0.9,-3,-1,101,-3
NC(=O)CN1CC(c2ccccc2)CC1=O (configuration not stated),1,0.4,2,-7,-14,-1.8,-1,7,103,3
CCCCCn1c(=O)c(C(=O)Nc2nc3ccccc3[nH]2)c(O)c2ccccc21,0,1.2,2,-8,1,0.2,-5,7,101,6
CCc1ccccc1N1C(=O)NC(=O)/C(=C\c2cc(C)n(C)c2C)C1=O,1,-0.3,7,0,-31,-0.5,-2,5,100,-3
O=C(O)C1C2CCC(O2)C1C(=O)Nc1cccc(Br)c1 (configuration not stated),2,0.0,4,-2,7,0.1,-7,-3,95,-5
CN(Cc1c[nH]c2ccccc12)C1CCCCC1,-5,0.1,2,8,5,2.4,-2,18,102,-4
O=C(NCc1ccccc1)c1cccn(Cc2cccc(Cl)c2)c1=O,-2,0.2,9,-3,2,0.4,9,5,96,15
O=C1NC(=O)N(Cc2ccccc2)C(=O)/C1=C\N1CCCc2ccccc21,-1,-0.1,8,4,-2,0.0,-13,14,119,-2
CCCNC(=O)Cn1cnc2sc(C(=O)N3CCC4(CC3)OCCO4)c(C)c2c1=O,3,14*,-4,5,6,-2.2,-3,10,101,0
COC(=O)C1=C(c2cccc(OC)c2OC)C[C@@H]2CC[C@H]1N2C(=O)NCCS(C)=O (some centres not stated),0,0.0,-6,1,3,-1.1,2,0,98,-10
Cc1cc(OCCCC(=O)NCc2cccs2)ccc1Cl,0,-0.1,11,23,-8,-0.3,-6,0,90,-4
COC1/C=C/C=C(\C)Cc2cc(O)c(Cl)c(c2)N(C)C(=O)CC(OC(=O)C(C)C)C2(C)OC2C(C)C2CC1(O)NC(=O)O2 (configuration not stated),-14,-0.2,18,4,64*,-2.6,12,-14,95,-1
CC(C)CCC1(CCc2ccncc2)C(=O)NC(=O)NC1=O,2,-0.2,-6,-1,-5,-2.2,-6,0,100,0
Cn1c(O)c(C=NCCN2CCOCC2)c(=O)n(C)c1=S,0,-0.1,-13,-2,-1,2.6,2,8,132,-7
COc1cccc(OC)c1C(=O)NC(=S)N1C[C@H]2C[C@H](C1)c1cccc(=O)n1C2,2,0.1,-10,-2,0,-1.8,-1,0,96,-1
CC(=O)C1C2c3ccccc3OC1(C)N=c1s/c(=C/c3cnn(C)c3)c(=O)n12 (configuration not stated),0,-0.2,-3,-5,-1,0.8,2,-7,102,2
O=c1[nH]c2ccccc2n1C1CCN(C(c2nnnn2-c2ccc3c(c2)OCCO3)C2CC2)CC1 (configuration not stated),-4,-0.2,2,1,nt,nt,2,nt,77,nt
Oc1cc2c(cc1CN1CCN(c3ccccc3)CC1)CCC2,1,-0.2,14,-2,nt,-0.2,-3,-1,96,0
COc1ccc(N=C(C)c2c(O)n(C3CCCCC3)c(=O)[nH]c2=O)c(OC)c1,-2,0.6,-3,-1,0,-0.2,-2,-4,99,-4
COc1ccc(-c2cc(=NCC(=O)O)c3ccccc3o2)cc1,9,-0.1,9,19,-11,-0.8,5,-2,96,-11
CC(=NCCCN1CCCCC1)c1c(O)n(Cc2ccccc2)c(=O)[nH]c1=O,-3,0.3,-10,3,-1,4.2,1,0,82,1
C[C@]12CC[C@@H](O)CC1=CC(=O)C1C2CC[C@]2(C)C(=O)CCC12 (some centres not stated),-4,0.0,4,-8,7,-2.1,3,-10,82,-9
C[C@]12CCC3C(CC[C@H]4C[C@H](O)CC[C@]34C)C1C[C@@H](O)[C@@H]2O (some centres not stated),0,0.4,6,-8,20,-0.8,-3,-9,101,1
CCCCCCN=C(C)c1c(O)n(CCCC)c(=O)[nH]c1=O,-2,0.0,0,9,-18,1.8,0,2,104,-1
COc1ccc(OC)c(N2C(=O)NC(=O)/C(=C/c3ccc([N+](=O)[O-])s3)C2=O)c1,4,-0.1,-3,0,-3,0.1,10,9,91,-1
CCN(CC)CCOC(=O)c1cc2cc(COC)ccc2o1,0,-0.1,2,1,3,-0.9,0,0,98,-7
COC(=O)C1=C(c2cccc(OCc3ccccc3)c2)C[C@@H]2CC[C@H]1N2C(=O)NCc1ccc(OC)c(OC)c1,-5,0.7,-7,-2,-13,-0.5,-2,14,99,-1
